From PubChem BioAssay
E coli Lon inh: inhibits E. coli Lon protease; purified E. coli Lon protease, fluorescence polarization; inhibition, % at 7.94 µM; 360,000 compounds, 0.42% hits; P0A9M0; in the data active means inhibition above about 13%, passing the limit was not always enough;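 further: 0% = enzyme with probe and DMSO and 100% = no enzyme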
Tb MetRS inh: Trypanosoma brucei MetRS inhibition; purified T. brucei MetRS, ATP depletion, Kinase-Glo luminescence; inhibition, % at 11.9 µM; 360,000 compounds, 0.4% hits;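 active means inhibition above a per-plate cutoff of the control wells' mean inhibition plus 3 SD, cut at about 5.5% in these data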;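 further: 0% = DMSO wells median and 100% = median of wells with control inhibitor compound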
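System: purified T. brucei MetRS enzyme / Detection: Kinase-Glo luciferase luminescence reporting remaining unconsumed ATP / Medium: HEPES buffer with MgCl2, KCl, DTT, spermine, BSA, pyrophosphatase / Replication: singlicate, one well per compound / Evaluation: percent inhibition relative to median high and low control wells / Schedule: 2 h aminoacylation at 25 °C after 15 min preincubation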
Scp-1 inhibitor: blocks human Scp-1 phosphatase activity. Q9GZU7. Recombinant Scp1, phosphopeptide, malachite green phosphate absorbance. inhibition, % at 20 µM. 340,000 compounds, 0.88% hits;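 active means inhibition above about 50% at 20 µM, limit read from the data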;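 further: plate controls were DMSO wells with enzyme for no effect and wells lacking enzyme for full effect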
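System: SCP-1 catalytic domain; Reagent: Phospho 17-mer peptide substrate; Doses: one concentration, 20 µM, with 1.0% DMSO; Incubation: 45 min room-temperature reaction, 5 min colour, 30 min stabiliser; Signal: Phosphate-binding colour reagent, absorbance read at 630 nm.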
NRP1-CendR mod: NRP-1/CendR interaction modulation; O14786; FAM-RPARPAR peptide binding to NRP-1, fluorescence polarization; inhibition, % at 25 µM; 360,000 compounds, 0.85% hits;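 active means inhibition or corrected inhibition above about 18%, plus a signal ratio from 0.5 to 1.5, limit read from the data, passing the limit was not always enough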; further: strong numbers were not always called active
Target sequence (O14786 whole entry, looked up): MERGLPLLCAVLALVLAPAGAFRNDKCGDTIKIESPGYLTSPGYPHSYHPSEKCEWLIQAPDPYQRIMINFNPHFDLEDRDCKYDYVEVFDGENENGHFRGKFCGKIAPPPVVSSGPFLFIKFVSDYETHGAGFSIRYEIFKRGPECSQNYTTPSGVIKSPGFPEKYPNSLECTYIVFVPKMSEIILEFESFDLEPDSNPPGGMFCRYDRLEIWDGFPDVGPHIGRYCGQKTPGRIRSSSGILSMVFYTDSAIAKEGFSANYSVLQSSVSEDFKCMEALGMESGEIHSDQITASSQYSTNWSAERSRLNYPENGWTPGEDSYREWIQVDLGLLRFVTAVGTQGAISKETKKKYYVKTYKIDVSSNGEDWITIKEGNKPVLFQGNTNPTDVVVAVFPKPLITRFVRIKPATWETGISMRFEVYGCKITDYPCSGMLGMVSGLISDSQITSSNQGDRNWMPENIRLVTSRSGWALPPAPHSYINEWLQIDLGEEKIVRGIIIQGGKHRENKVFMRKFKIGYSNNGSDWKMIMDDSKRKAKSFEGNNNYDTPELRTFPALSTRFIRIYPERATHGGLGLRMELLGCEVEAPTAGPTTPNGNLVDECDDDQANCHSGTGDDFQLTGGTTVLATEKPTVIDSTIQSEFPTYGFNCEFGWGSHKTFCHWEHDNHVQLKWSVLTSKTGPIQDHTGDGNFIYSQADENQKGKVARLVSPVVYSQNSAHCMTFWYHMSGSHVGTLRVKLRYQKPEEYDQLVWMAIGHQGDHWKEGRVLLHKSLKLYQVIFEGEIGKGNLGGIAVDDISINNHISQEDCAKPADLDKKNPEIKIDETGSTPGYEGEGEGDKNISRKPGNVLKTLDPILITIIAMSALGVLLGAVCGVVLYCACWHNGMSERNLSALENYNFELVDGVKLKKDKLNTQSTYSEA
STEP block: inhibitors of human striatal-enriched phosphatase STEP; AID 588621; 360,000 compounds, 0.25% hits; P54829; recombinant STEP, OMFP fluorogenic substrate, fluorescence; inhibition, % at 20 µM;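 active means inhibition at 20 µM, scaled per plate between control wells, above about 37%, limit read from the data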;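 further: 0% = DMSO with enzyme and substrate and 100% = substrate only without enzyme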
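Test system: STEP tyrosine phosphatase / Reagent: OMFP at 25 µM / Doses: 20 µM, 1% DMSO / Read-out: percent inhibition scaled to no-enzyme and uninhibited-enzyme controls, plate-pattern corrected / Detection: FITC-channel fluorescence of OMFP product / Medium: Bis-Tris buffer pH 6.0, 2.5 mM DTT, 0.005% Tween 20 / Schedule: 20 min at room temperature, dark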
MsrA inhibitor: bovine MsrA inhibition | inhibition, % at 15.5 µM | 360,000 compounds, 0.75% hits | purified bovine MsrA, absorbance read-out | AID 651718; in the data active means inhibition above about 4.5%;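 further: 0% = vehicle wells with enzyme and 100% = reference inhibitor wells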
DNMT1 block: DNMT1 (human) enzyme inhibition. DNMT1 molecular beacon, Hinp1I cleavage, fluorescence. inhibition (reported as % activation of signal), % at 10 µM. P26358. 360,000 compounds, 0.83% hits; in the data active means inhibition above about 50%
SUMO1 PPI mod: modulators of human SUMO1-mediated protein-protein interactions. AID 602429. 360,000 compounds, 0.33% hits. inhibition, % at 20 µM. P63165. SUMO1 binding to a labelled peptide, TR-FRET, 1 h; in the data active means inhibition above about 37%
Target sequence (P63165 whole entry, looked up): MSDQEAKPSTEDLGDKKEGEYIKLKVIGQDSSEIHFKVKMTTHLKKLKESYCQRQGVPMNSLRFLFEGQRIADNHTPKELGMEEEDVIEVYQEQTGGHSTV
bovine MsrA act: bovine methionine sulfoxide reductase A activation. purified bovine MsrA, absorbance read-out. activation, % at 10.6 µM. 360,000 compounds, 0.3% hits; in the data active means activation above about 7.5%;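 further: 0% = vehicle and 100% = reference activator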
LMPTP inh: LMPTP (human) inhibition; P24666; recombinant LMPTP-A, OMFP fluorogenic substrate, fluorescence intensity; 360,000 compounds, 0.22% hits; AID 651560; inhibition, % at 20 µM;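 active means compounds that cut the enzyme signal by at least half of the control window in the single-dose screen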;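 further: plate controls were DMSO wells with enzyme plus substrate for no effect and substrate without enzyme for full effect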
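Test system – LMPTP-A phosphatase enzyme · Quantity – 0.625 nM LMPTP-A final · Reagent – OMFP substrate, 400 µM final · Dosing – one test concentration per compound, 20 µM, with 3% DMSO overall · Timing – 50 min enzyme reaction at room temperature, protected from light · Detection – fluorescence intensity · Controls – substrate-only low control, DMSO enzyme-plus-substrate high control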
Starred values were filed as active, the others as inactive; . = not tested or not shown; & = joins results of further samples.

SMILES	E coli Lon inh	Tb MetRS inh	Scp-1 inhibitor	NRP1-CendR mod	STEP block	MsrA inhibitor	DNMT1 block	SUMO1 PPI mod	bovine MsrA act	LMPTP inh
O=C1C(=O)N(CC2COc3ccccc3O2)c2ccccc21 (stereo not drawn)	2	-0.1	2	18	0	0.1	0	-31	-3	-0.6
CCOC(=O)C1NN=C(C(=O)c2ccc(C)cc2)C1c1ccc(C)cc1 (stereo not drawn)	2	-0.3	-12	-10	3	0.2	11	-3	-3	1.8
Oc1ccccc1/C=N/n1c(-c2ccccc2)n[nH]c1=S	6	0.2	-9	6	-2	0.7	-2	5	2	0.0
COc1cc2nc(-c3cccs3)oc(=O)c2cc1OC	-8	-0.4	-8	27*	2	0.0	-3	-2	-3	2.3
Cc1ccc(-c2nn(-c3ccccc3)c3[nH]c(=O)c(CNCc4ccccc4)cc23)cc1	-18	0.1	-3	-15	2	0.4	-15	4	0	2.3
CCCCNC(=O)CSc1nc(O)cc(=O)n1C1CCCC1	-10	-0.6	-3	-4	-2	-0.1	-4	0	-5	-0.2
c1ccc(CCNc2ncnc3c2cnn3-c2ccccc2)cc1	-6	0.5	4	6	3	-0.6	-8	0	-3	-0.4
CCCCCC(=O)Nc1ccccc1N1CCN(c2ccccc2)CC1	-5	-0.1	-7	-17	2	-0.8	2	2	-1	3.0
CCCC(C(=O)NCc1ccco1)N(C(=O)CNS(=O)(=O)c1ccccc1)C1CCCC1 (stereo not drawn)	1	-0.8	-6	-8	0	-0.1	0	3	-1	0.7
CN(C)C(=O)COc1ccc(S(=O)(=O)c2ccc(OCC(=O)N(C)C)cc2)cc1	-1	-0.9	-2	-1	-2	-1.5	4	-3	-3	-0.6
CCN(CC)c1ccc(C2C(C(=O)OCCOC(C)C)=C(C)NC3=C2C(=O)CCC3)cc1 (stereo not drawn)	-4	-0.5	0	21	1	0.5	-2	-8	2	-0.5
CC(C)n1c(S(=O)(=O)O)nc2ccccc21	14*	0.4	-3	14	-2	.	-4	0	-2	-0.6

An excerpt from above in order of count of non-hydrogen atoms, low to high.
SMILES	E coli Lon inh	Tb MetRS inh	Scp-1 inhibitor	NRP1-CendR mod	STEP block	MsrA inhibitor	DNMT1 block	SUMO1 PPI mod	bovine MsrA act	LMPTP inh
Oc1ccccc1/C=N/n1c(-c2ccccc2)n[nH]c1=S	6	0.2	-9	6	-2	0.7	-2	5	2	0.0
c1ccc(CCNc2ncnc3c2cnn3-c2ccccc2)cc1	-6	0.5	4	6	3	-0.6	-8	0	-3	-0.4
CCN(CC)c1ccc(C2C(C(=O)OCCOC(C)C)=C(C)NC3=C2C(=O)CCC3)cc1 (stereo not drawn)	-4	-0.5	0	21	1	0.5	-2	-8	2	-0.5

(further entries)
SMILES	E coli Lon inh	Tb MetRS inh	Scp-1 inhibitor	NRP1-CendR mod	STEP block	MsrA inhibitor	DNMT1 block	SUMO1 PPI mod	bovine MsrA act	LMPTP inh
CS(=O)(=O)NCc1nnc(SCC(=O)NC2CCCCC2)n1-c1ccc(F)cc1	9	-1.4	-1	5	-2	1.6	-3	0	-4	-0.7
O=C(Nc1nc2c(F)cc(F)cc2s1)C1COc2ccccc2O1 (stereo not drawn)	-3	-0.1	4	-21	3	-0.3	-15	4	-2	3.1
Cc1cccc(OC2CCN(Cc3c(C(=O)N4CCCC4)nc4ccccn34)CC2)c1	-1	-0.9	-2	-1	0	-0.4	5	1	-6	0.1
Nc1nnc(SCC(=O)N2CCc3ccccc3C2)s1	-8	-1.2	-1	9	-1	-0.3	1	5	-3	2.5
O=C(Nc1cccc(-c2nn[nH]n2)c1)c1ccc(Br)s1	3	-0.1	-4	1	-2	-0.8	-3	23	-9	-0.6
Cn1c(=O)c2nc(SCCO)n(C)c2n(C)c1=O	-4	-0.1	-10	2	2	0.8	3	7	8.4*	-1.5
CCC1C2CN(C(C)=O)CC=C2C(C#N)=C(N)C1(C#N)C#N (stereo not drawn)	1	0.5	1	8	-2	0.6	-7	0	0	-3.0
CS(=O)(=O)c1ccc(-c2csc(-c3cccnc3)n2)cc1	-6	-0.9	-7	-6	-1	0.8	0	-14	-4	0.3
COc1ccc(CC(=O)N2CCN(S(=O)(=O)c3cc(Cl)ccc3Cl)CC2)cc1	-6	-0.3	-2	2	-1	-0.8	0	-1	0	-0.6
CCC(=O)N1CCC1(C)C(=O)Nc1ccc2c(c1)OCO2 (stereo not drawn)	4	-0.1	.	7	-1	0.7	-1	1	-5	-1.5
Cc1cc(S(N)(=O)=O)c(N)c(S(N)(=O)=O)c1	5	-0.7	-4	6	-2	0.5	2	-2	0	-0.2
CCOC(=O)CSc1nc2nc(C)cc(C)n2n1	-2	2.1	-16	-8	2	0.0	-2	6	-5	-0.7
CN(C)S(=O)(=O)c1ccc(NC(=O)CN2CCCc3ccccc32)cc1	-348	0.5	-1	-52	-7	-0.6	-2	6	3	0.1
O=C(COC(=O)c1ncc(Cl)c(Cl)c1Cl)Nc1ccc(Cl)cn1	-4	-0.2	-1	-36	0	-0.3	-1	8	-3	0.5
C[C@]12C=CC(=O)C=C1CC[C@@H]1[C@@H]2[C@@H](O)C[C@@]2(C)[C@H]1CC[C@]2(O)C(=O)COC(=O)CCC(=O)NCCc1ccc(O)cc1	-15	-0.4	-4	10	0	-0.3	0	6	-3	0.1
O=C(CSc1nnc(NC(=O)c2ccc(F)cc2)s1)NC1CC1	-7	-0.6	-5	1	-4	0.8	4	-3	-3	-0.6
N#CCCn1cc(/C=N/O)c(-c2cccc([N+](=O)[O-])c2)n1	1	-0.9	-8	-13	1	-0.4	0	-19	-4	-1.3
Cc1ccc(NC(=O)c2ccco2)c(NC(=O)CN2C(=O)c3ccccc3C2=O)c1	-6	-0.5	3	17	3	-0.3	1	-6	-2	-2.0
O=c1[nH]c(-c2ccco2)nc2sc3c(c12)CCCC3	-8	-0.1	-11	-1	3	2.4	5	1	-4	0.8
CCN(CC)c1ccc(/C=N/NC(=O)CNC(=O)/C=C/c2ccco2)cc1	0	-0.2	4	-4	0	6.3*	-5	-31	-12	1.3
CCC(=O)Nc1cccc(-c2nnc(SCC(=O)NCc3ccco3)n2C)c1	-13	-1.8	98*	15	0	-0.3	1	-1	-13	-2.6
O=C(C1CC1)N(CCc1ccccc1)Cc1nc2ccccc2c(=O)[nH]1	-4	-0.3	0	8	-5	-0.9	1	2	-3	-1.1
O=C(NCCS(=O)(=O)N1CCCCC1)c1ccc2c(c1)OCO2	9	-0.4	-3	3	3	-0.4	2	-1	-6	-1.8
Cc1ccc(CCNC(=O)C(C)n2nc(C)c3c(C)n(-c4ccccc4)nc3c2=O)cc1 (stereo not drawn)	-13	-0.3	-4	4	0	-0.5	2	-8	-3	-0.5
Cc1cc(Br)cn2c(Cc3ccccc3)c(-c3ccc(Cl)cc3)nc12	-3	-0.1	.	-18	.	-0.7	.	-7	-3	2.9
COc1ccccc1NC(=O)C(C)OC(=O)c1cccc(-n2cnnn2)c1 (stereo not drawn)	-2	-0.5	-7	2	-1	-0.6	0	-3	-4	-0.8
COc1cc([C@@H]2[C@H]3CN(C)CC=C3C(C#N)=C(N)C2(C#N)C#N)cc2c1OCO2	-12&-2	0.1&-0.4	8&0	-4&-8	-3&0	-0.2	-6&-5	-32&-14	-11&-2	2.1&1.4
Cc1onc(-c2c(F)cccc2Cl)c1C(=O)O/N=C(\N)c1ccc([N+](=O)[O-])o1	-6	0.1	-7	-7	1	-1.0	-9	-26	-1	-0.7
COc1ccc(Oc2cn[nH]c2-c2ccc(OCC(=O)NN)cc2O)cc1	-15	-0.5	-13	-1	0	-1.9	-3	4	0	0.3
CCN(C[C@H]1N[C@@](C)(C(=O)OC)[C@H]2C(=O)N(C)C(=O)[C@@H]12)S(=O)(=O)c1ccc(OC(F)(F)F)cc1	0	-0.6	-5	-4	-2	0.1	2	3	-2	-1.7
Cc1cc(C(=O)N/N=C/c2ccc([N+](=O)[O-])cc2)c(C)o1	7	-1.0	-5	7	1	4.3	-2	-21	-4	-0.5
CCOc1cccc(/C=N/Nc2nc(N3CCCC3)nc(N3CCCC3)n2)c1O	9	0.3	-2	4	11	-0.6	-5	6	-3	4.5
CCC1CCCCN1CCCNC(=O)Cn1ncc2c(C)n(Cc3ccccc3Cl)c(C)c2c1=O (stereo not drawn)	-3	0.0	-1	3	-2	0.4	-1	-3	1	2.9
O=C(CSc1nnc(Nc2ccccc2F)s1)NC1CCCC1	-13	0.4	-10	1	0	-0.3	-1	2	-2	-1.0
CC(Oc1ccccc1Cl)C(=O)Nc1ccc(S(=O)(=O)N2CCCC2)cc1 (stereo not drawn)	-2	0.1	-8	-2	-1	-1.6	2	-1	0	0.9
S=C(Nc1ccc(Br)cc1Cl)NN1CCOCC1	0	-0.9	3	0	0	-1.1	-1	2	-8	1.3
CC(C)[C@H](NC(=O)N1c2ccccc2NC(=O)[C@@H]1C(C)C)C(=O)N[C@H](Cc1ccccc1)C(=O)O	-8	-1.1	-4	-5	-4	0.2	-1	4	-4	-1.1
CN(c1ccc(OCC(=O)N2CCOCC2)cc1)S(=O)(=O)c1ccc(F)cc1	0	-0.1	-2	-3	1	-1.4	0	0	-4	1.6
Cc1ccc(C)c(NC(=O)CSc2nnc(-c3ccccc3C)o2)c1	-2	-1.2	-8	-3	-1	-0.4	0	5	-10	0.8
CCS(=O)(=O)c1nc(S(=O)(=O)c2ccc(Cl)cc2)c(NCCCN2CCCC2=O)s1	8	-1.2	1	0	-5	-0.2	3	2	-14	-1.2
COCCCN1C(=O)C(=O)/C(=C(/O)c2ccc(OC)cc2)C12C(=O)N(C)c1ccccc12 (stereo not drawn)	0	0.7	-1	4	3	1.8	-2	7	-5	-0.9

Five entries picked at random from those above:
SMILES	E coli Lon inh	Tb MetRS inh	Scp-1 inhibitor	NRP1-CendR mod	STEP block	MsrA inhibitor	DNMT1 block	SUMO1 PPI mod	bovine MsrA act	LMPTP inh
COCCCN1C(=O)C(=O)/C(=C(/O)c2ccc(OC)cc2)C12C(=O)N(C)c1ccccc12 (stereo not drawn)	0	0.7	-1	4	3	1.8	-2	7	-5	-0.9
CN(c1ccc(OCC(=O)N2CCOCC2)cc1)S(=O)(=O)c1ccc(F)cc1	0	-0.1	-2	-3	1	-1.4	0	0	-4	1.6
Cc1ccc(C)c(NC(=O)CSc2nnc(-c3ccccc3C)o2)c1	-2	-1.2	-8	-3	-1	-0.4	0	5	-10	0.8
CCS(=O)(=O)c1nc(S(=O)(=O)c2ccc(Cl)cc2)c(NCCCN2CCCC2=O)s1	8	-1.2	1	0	-5	-0.2	3	2	-14	-1.2
CC(C)[C@H](NC(=O)N1c2ccccc2NC(=O)[C@@H]1C(C)C)C(=O)N[C@H](Cc1ccccc1)C(=O)O	-8	-1.1	-4	-5	-4	0.2	-1	4	-4	-1.1
